DDE Tn6 FP inh = disrupts Tn6 cyclic peptide binding to fibrin D-Dimer-E complex; 370,000 compounds, 0.21% hits; inhibition, % at 8.3 µM; Fibrin DD(E) TRITC-Tn6 fluorescence polarization displacement; P02675;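 active = inhibition above a per-campaign cutoff: mean of compounds within control limits plus 3 SD, cut at about 15% in these data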;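 also: 0% = median of all compound wells on the plate and 100% = blocking peptide control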
ASAP1 GAP inh = ASAP1 ArfGAP inhibition; Q9ULH1; ASAP1-stimulated ARF1 GTP hydrolysis, GDP FP detection; inhibition, % at 16.5 µM; 360,000 compounds, 0.19% hits; in the data active = inhibition above about 25%;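 also: 0% = vehicle with enzyme and substrate and 100% = no enzyme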
PLC-gamma1 inh = inhibitors of human phospholipase C gamma1 | P19174 | purified PLC-gamma1, fluorogenic substrate, fluorescence | inhibition, % at 12.2 µM | 370,000 compounds, 0.84% hits | AID 720700; in the data active = inhibition above about 9.5%
UHRF1 MBD2 ctr = UHRF1 methyl-DNA binding inhibition | 370,000 compounds, 0.75% hits | UHRF1 binding to methylated oligo, TR-FRET | Q96T88 | inhibition, % at 4.4 µM; in the data active = inhibition above about 21%;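 also: UHRF1 SRA domain binding a hemimethylated CpG hairpin DNA probe; 0% = median of test compound wells and 100% = reference inhibitor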
Target sequence (Q96T88 whole entry, looked up, the tested form may be a part): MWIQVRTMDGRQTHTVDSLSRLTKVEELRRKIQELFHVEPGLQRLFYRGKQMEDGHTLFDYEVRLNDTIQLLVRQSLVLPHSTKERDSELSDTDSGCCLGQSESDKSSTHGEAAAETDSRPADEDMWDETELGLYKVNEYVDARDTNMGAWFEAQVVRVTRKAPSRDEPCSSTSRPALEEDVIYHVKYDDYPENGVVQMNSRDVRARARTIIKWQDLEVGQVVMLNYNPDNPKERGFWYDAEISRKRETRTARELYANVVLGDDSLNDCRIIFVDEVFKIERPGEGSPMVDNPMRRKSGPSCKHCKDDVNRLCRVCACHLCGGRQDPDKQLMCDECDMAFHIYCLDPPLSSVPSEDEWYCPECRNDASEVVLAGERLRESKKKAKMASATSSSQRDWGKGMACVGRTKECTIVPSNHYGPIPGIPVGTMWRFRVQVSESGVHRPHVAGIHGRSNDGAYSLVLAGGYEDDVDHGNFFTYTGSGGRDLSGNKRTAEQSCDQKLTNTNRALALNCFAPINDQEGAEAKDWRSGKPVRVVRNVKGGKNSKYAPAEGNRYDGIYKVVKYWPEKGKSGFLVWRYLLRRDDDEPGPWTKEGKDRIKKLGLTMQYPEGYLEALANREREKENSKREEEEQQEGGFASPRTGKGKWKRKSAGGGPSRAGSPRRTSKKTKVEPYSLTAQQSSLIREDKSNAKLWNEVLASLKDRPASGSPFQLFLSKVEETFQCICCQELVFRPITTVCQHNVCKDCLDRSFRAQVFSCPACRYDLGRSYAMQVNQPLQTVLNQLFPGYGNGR
proKLK7 act = activators of human kallikrein-7 zymogen | P49862 | purified proKLK7, EDANS-DABCYL substrate fluorescence; 100% is mature enzyme control, 0% vehicle | activation, % at 7 µM | 370,000 compounds, 0.9% hits;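 active = activation above the mean of all tested compounds plus 3 SD, computed per campaign excluding outliers beyond control limits, cut at about 13% in these data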
PLC-beta3 inh = inhibitors of human phospholipase C beta3; Q01970; Purified PLC-beta3, fluorogenic substrate, fluorescence; inhibition, % at 12.2 µM; 370,000 compounds, 0.18% hits; AID 720704; in the data active = inhibition above about 11%;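 also: 0% = median of compound wells on plate and 100% = full blocker control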
sPLA2-III inh = Inhibits HGIII-sPLA2 liposome hydrolysis, primary screen | QFRET BODIPY PC-A2 liposome hydrolysis, fluorescence | Q9NZ20 | inhibition, % at 12.2 µM | 370,000 compounds, 0.56% hits;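 active = inhibition above mean plus 3 SD of compounds lying within the high and low control bounds, cut at about 19% in these data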;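 also: 0% = median of test compound wells and 100% = no enzyme DMSO wells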
ARFGAP1 inhibitor = inhibitors of rat ARFGAP1. Q62848. Arfgap1-stimulated ARF1 GTP hydrolysis, GDP FP detection. inhibition, % at 16.5 µM. 360,000 compounds, 0.26% hits;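 active = inhibition above a per-plate limit, mean inhibition of low control wells plus 3 SD, cut at about 25% in these data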;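 also: 0% = DMSO wells with enzyme and 100% = wells lacking Arfgap1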
Target sequence (Q62848 1-136 limits assumed): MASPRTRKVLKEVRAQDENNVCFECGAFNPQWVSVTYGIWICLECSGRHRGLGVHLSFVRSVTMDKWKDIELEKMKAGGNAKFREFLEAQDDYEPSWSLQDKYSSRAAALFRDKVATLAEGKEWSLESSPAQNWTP
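System: truncated rat Arfgap1 GAP domain / Benchmarks: high control wells lacking Arfgap1, low control full reaction with DMSO / Times: compound-enzyme preincubation 20 min, reaction 120 min, detection 60 min, 25 °C / Repeats: one replicate per compound / Also added: human ARF1(Δ1-17)-GTP substrate / Measured by: Tracer-displacement fluorescence polarization with EDTA stop, 620/688 nm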
Tn7 DDE FP = inhibitors of Tn7 peptide binding to human fibrin DD(E); P02675; FP displacement of FITC-Tn7 peptide from fibrin DD(E); 0% = median of compound wells per plate; inhibition, % at 8.3 µM; 370,000 compounds, 0.13% hits;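 active = inhibition above the mean of compounds falling within the control limits plus 3 SD of them, cut at about 14% in these data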;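 also: 0% = plate median of compound wells and 100% = 10 µM Aha-Tn7 peptide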
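Assay system: Human fibrin DD(E) protein | Medium: Tris buffer with calcium and detergent, pH 7.8 | Reagent: 0.1 µM fluorescent Tn7 | Compound dosing: Single point at 8.3 µM | Times: 10 min preincubation, 3 h with tracer, room temperature | Detection: Fluorescence polarization of the labelled Tn7 tracer | Controls: Aha-Tn7 high control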
Rev-erbA mod = Rev-erb alpha (human) modulation; 370,000 compounds, 0.79% hits; Rev-erbα–FITC-DNA binding, fluorescence polarization, 90 min; P20393; activity, % at 10 µM;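 active = activity above about 14%, limit read from the data; passing the limit was not always enough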;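 also: 0% = DMSO wells with 35 nM protein and 100% = DMSO wells with 750 nM protein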
The depositor's hits bear a star; / = not tested or not shown.

SMILES	DDE Tn6 FP inh	ASAP1 GAP inh	PLC-gamma1 inh	UHRF1 MBD2 ctr	proKLK7 act	PLC-beta3 inh	sPLA2-III inh	ARFGAP1 inhibitor	Tn7 DDE FP	Rev-erbA mod
Cc1csc(C)[n+]1CC(=O)c1ccccc1	-3	1	-1	0	-0.1	-5	-3	0	-5	5
CCOC(=O)C1(Cc2ccccc2)CCN(Cc2cnn(C(C)C)c2)CC1	-5	-3	0	2	-0.7	3	12	8	1	3
O=C(Nc1cccc(-c2ccc(N3CCOCC3)nn2)c1)c1ccc([N+](=O)[O-])cc1	-11	0	2	0	0.7	-6	-9	10	3	7
COc1cc(Cl)cc(/C=C/c2ccc3ccccc3n2)c1OC(C)=O	2	5	-17	0	-19	-15	0	-1	2	3
COc1cc(Cl)cc(C(c2c(C(=O)O)[nH]c3ccccc23)c2c(C(=O)O)[nH]c3ccccc23)c1O	-2	-1	11*	-1	-0.1	-9	-138	-4	0	-4
C[C@@H]1C=CCCO[C@]12C(=O)N(Cc1ccc(F)cc1)c1cccc(Br)c12	-3	0	1	-3	0.5	0	0	8	-2	0
CC(C)c1cc(C(=O)Nc2cc(Br)ccc2O)no1	2	-2	-2	0	-0.6	0	-6	19	4	-2
O=C(C1CCC(=O)N(C2CC2)C1)N1CCC(Oc2cccc(F)c2)CC1 (configuration not stated)	5	0	1	-1	-0.4	-4	0	-1	-3	0
CCOC(=O)N1CCC(N2CCN(Cc3ccc(F)c(F)c3)C(CCO)C2)CC1 (configuration not stated)	-2	9	3	-4	-0.5	8	-2	-9	5	3
O=C(Cn1cnc2ccccc2c1=O)NCCC(=O)Nc1ccc(F)cc1	-2	-1	6	1	-0.2	0	2	2	1	-2
O=C(CCc1nc2ccccc2c(=O)[nH]1)NC1CCN(Cc2ccccc2)CC1	-7	0	-3	2	-0.1	-5	1	-1	1	6
COc1cc(NS(=O)(=O)c2ccc(C)cc2C)cc(OC)c1OC	2	-9	4	-1	-0.7	0	-13	2	0	-1
CCCCN(C(=O)C1CC(=O)N(c2ccc3c(c2)OCCO3)C1)c1c(N)n(CCC)c(=O)[nH]c1=O (configuration not stated)	2	-2	-2	-1	0.3	-8	8	1	-2	-5
Nc1nc2c(C(=O)N3CCCC3)nnn2c2ccccc12	-6	13	-324	2	19*	-443	8	1	-4	-7
COC(=O)[C@@]12C[C@@H](CC(=O)NCc3cccc(C(F)(F)F)c3)C(=O)N(Cc3ccco3)C1=CCC(C)(C)C2	-3	2	3	3	0.0	6	-12	3	0	-5
CC(C)CNC(=O)c1cccc2c(-c3ccc(F)c(F)c3)coc12	-3	10	-1	0	0.4	1	0	-7	-3	3
O=C(CSc1nc(-c2ccc(F)cc2)nc2c1Cc1ccccc1O2)Nc1cccc(C(=O)O)c1	-6	6	8	5	-0.8	-6	7	-1	12	-2
Cc1ccc(S(=O)(=O)NCCOc2cc(C)ccc2C)cc1	-4	0	1	2	-0.3	-10	-29	-6	1	10
CCOc1ccccc1/C=N/NC(=O)CNC(=O)c1cccs1	-3	-6	0	1	-0.5	-2	2	-4	-1	-1
Cc1ccc(NC(=O)CNC(=O)COc2ccccc2)nc1	3	-3	2	0	-0.6	-5	-1	3	1	0
Cn1nc(C(=O)N2CCN(S(=O)(=O)/C=C/c3ccccc3)CC2)c2ccccc2c1=O	-3	6	1	-2	0.1	2	-3	4	8	2
CCOc1ccccc1NC(=O)Nc1ccc(Br)cc1C	-10	6	0	-1	0.7	-3	-4	-3	-6	4
CS(=O)(=O)N(Cc1ccccc1)c1ccc(C(=O)NCCSc2ccccn2)cc1	2	-15	0	0	0.3	2	-4	-3	10	-2
O=C(Cc1c(O)c2ccccc2[nH]c1=O)NCc1ccccc1F	3	-5	-5	-2	0.7	-8	6	7	-3	0
Cc1ccc(C2c3[nH]c4ccccc4c3C[C@H]3C(=O)N(c4ccccc4C(=O)N4CCC[C@@H]4C(=O)O)C(=O)N23)cc1 (some centres not stated)	-4	11	-18	0	1.2	-24	-24	12	-1	-3
COc1ccc(-c2[nH]ncc2CN2CCN(c3ccccn3)CC2)c(OC)c1	8	-7	1	20	0.1	-4	0	7	-1	1
CCSc1nc2ccccc2n1C(=O)/C=C\c1ccc(OC)c(OC)c1	3	-3	2	-3	0.5	-2	0	-7	10	1
CC1CN(S(=O)(=O)c2cccc(C(=O)NCCCn3ccnc3)c2)CC(C)O1 (configuration not stated)	-1	2	1	1	0.3	0	8	15	-1	-1
Cc1cc(/C([O-])=C(/C(=S)Nc2ccccc2)[n+]2ccccc2)c(C)n1-c1ccccc1	-3	7	-20	-5	-0.3	-22	0	-5	-1	-2
COc1ccc(S(=O)(=O)N2CCN(C(=O)Cc3ccsc3)CC2)cc1	6	-17	-7	-1	-0.4	-5	-6	8	-8	-7
CN(CC(=O)NC(=O)NC1CCCCC1)CC(=O)Nc1ccccc1C(F)(F)F	3	16	3	-3	0.3	4	-6	0	-2	-3
Cc1cccc(-c2nc(CSCC(=O)N3CCN(c4ccccn4)CC3)c(C)o2)c1	-3	-10	-7	1	-0.9	-3	-7	4	6	-6
COc1ccc2c(=O)c3c(=O)n(Cc4ccco4)c(-c4ccc(C)cc4)nc3oc2c1	4	5	-4	0	-0.1	-6	-1	-7	0	3
Cc1ccc(S(=O)(=O)NCc2ccc(C(=O)NC3CC3)cc2)cc1	0	-19	4	-1	-0.2	1	-5	-3	-3	-1
COCCNc1oc(Cc2cccc3ccccc23)nc1C#N	-7	-1	0	-1	-0.1	-4	-2	11	-6	-5
Cc1cccc(N2CCN(C(=O)c3cccc(N4CCCC4=O)c3)CC2)c1C	1	-11	-1	4	0.4	-6	-7	-6	6	-4

Entries above that have bromine, in the order listed:
SMILES	DDE Tn6 FP inh	ASAP1 GAP inh	PLC-gamma1 inh	UHRF1 MBD2 ctr	proKLK7 act	PLC-beta3 inh	sPLA2-III inh	ARFGAP1 inhibitor	Tn7 DDE FP	Rev-erbA mod
C[C@@H]1C=CCCO[C@]12C(=O)N(Cc1ccc(F)cc1)c1cccc(Br)c12	-3	0	1	-3	0.5	0	0	8	-2	0
CC(C)c1cc(C(=O)Nc2cc(Br)ccc2O)no1	2	-2	-2	0	-0.6	0	-6	19	4	-2
CCOc1ccccc1NC(=O)Nc1ccc(Br)cc1C	-10	6	0	-1	0.7	-3	-4	-3	-6	4

Other structures
SMILES	DDE Tn6 FP inh	ASAP1 GAP inh	PLC-gamma1 inh	UHRF1 MBD2 ctr	proKLK7 act	PLC-beta3 inh	sPLA2-III inh	ARFGAP1 inhibitor	Tn7 DDE FP	Rev-erbA mod
Cc1ccc(S(=O)(=O)N2CCN(Cc3nc4sc5c(c4c(=O)[nH]3)CCCC5)CC2)cc1	-5	1	-9	3	-0.8	-13	7	7	1	-1
COc1ccccc1NC(=O)c1cc(-c2ccc(OC)c(OC)c2)nc2ccccc12	-7	17	-11	-1	0.2	-19	-2	-4	-1	-2
COCc1cc(=O)[nH]c(SCC(=O)N2CCOCC2)n1	-8	12	0	2	-0.3	-3	2	5	-4	-3
CSCC(=O)NC1CCCc2c1cnn2-c1ccc(C)c(C)c1 (configuration not stated)	3	10	0	-1	0.3	-5	-1	5	3	-6
CCC(C)[C@@H](NC(=O)OC(C)(C)C)c1nnc(S(=O)(=O)Cc2cccc(C)c2)o1 (some centres not stated)	3	-15	0	-2	0.2	1	-24	-5	-6	-2
COc1ccc(NC(=O)CSc2nncn2C)cc1OC	2	3	-1	4	-0.1	0	-5	-3	-9	3
COc1cccc(CN2C(=NC(=O)CCC3CCCC3)SC3CS(=O)(=O)CC32)c1 (configuration not stated)	0	-15	-1	2	1.1	-3	9	-15	0	-3
COC(=O)CCN(C(=O)C1C2CC3CC(C2)CC1C3)c1ccccn1 (configuration not stated)	4	-4	8	4	0.0	7	2	2	-2	4
CCN(CC)CCNc1nc2c(c(=O)[nH]c(=O)n2C)n1CC(O)COc1ccc(Cl)cc1Cl (configuration not stated)	2	-1	5	1	0.1	6	-1	6	-4	-3
O=C(COC(=O)/C=C/c1cccc(Br)c1)NC1CCCC1	-2	3	6	1	0.1	-2	7	11	6	0
CC(C)COc1cccc(C(=O)Nc2ccc(S(=O)(=O)N3CCOCC3)cc2)c1	-4	6	5	11	0.5	-2	-19	10	-6	-7
COc1ccc(C(=O)C2CCCN(S(=O)(=O)N(C)C)C2)c(C)c1 (configuration not stated)	1	0	3	-2	0.5	-4	-2	-1	6	-1
Cc1ccc(S(=O)(=O)N2CCCCC2)cc1NC(=O)CSc1ncccn1	1	4	-2	-1	0.2	-4	-1	-11	5	-1
Cc1ccc(N2C(=O)C3C4C=CC(CNC(=S)N5CCN(c6ccccc6)CC5)(O4)C3C2=O)cc1 (configuration not stated)	5	7	9	0	-0.1	4	5	-5	8	9
O=C(O)c1ccc2c(=O)n3c(nc2c1)/C(=C/c1ccc(OC(F)F)cc1OC(F)F)CC3	8	8	-12	1	0.5	-23	-4	3	-6	-4
CCOc1ccccc1NC(=O)CN(c1ccc(C)cc1)S(=O)(=O)c1c(C)n[nH]c1C	-5	-1	4	-1	0.9	5	-22	7	-1	-3
Cc1ccccc1Oc1nc2c(c(=O)n(C)c(=O)n2C)n1C	-4	6	-1	2	-0.3	-3	-4	-6	0	-4
S=c1[nH]nc(-c2cccnc2)o1	0	-5	-5	-4	-1.1	-6	7	-9	3	5
O=C1CN(O)C=C2N=c3ccccc3=C2N1c1ccc([N+](=O)[O-])cc1	1	-13	0	1	-0.7	-4	-2	5	4	-8
O/N=C/c1ccccc1Oc1ccccc1	0	-1	-1	0	-0.2	-1	-8	1	10	-6
O=C(COC(=O)/C=C/c1ccc(S(=O)(=O)N2CCc3ccccc32)cc1)NC1CCS(=O)(=O)C1 (configuration not stated)	5	-7	4	-2	-0.2	3	-17	-2	-5	9
CCC(=O)Nc1cccc2c1C(=O)N(C)C2=O	-2	20	-55	7	-27	-75	5	9	-3	-1
O=C(CN1C(=O)C2CCCCC2C1=O)OCn1nnc2ccccc2c1=O (configuration not stated)	1	1	0	-2	0.2	-1	3	-10	8	1
CS(=O)(=O)N(CC(=O)N1CCOCC1)Cc1ccc(Cl)cc1	-5	-3	2	0	-0.5	0	0	6	-6	4
COc1ccccc1OCCCCCCN1CCOCC1	-1	4	-1	1	-0.4	-1	2	1	7	/
CCOc1ccc(NC(=O)NCCCSC2CCCCC2)cc1	7	12	0	3	0.1	0	5	-1	5	-2
Cc1ccc[n+](CC(=O)Nc2c(Cl)cc(Cl)cc2Cl)c1	-3	-5	3	1	0.1	-1	-5	-1	-1	-1
O=C(CN(c1ccccc1)S(=O)(=O)c1ccccc1[N+](=O)[O-])N1CCCC1	7	-8	2	-1	0.1	-4	0	4	5	-4
